Bioassay records from PubChem.
PAX8 reporter – inhibitors of PAX8-driven TPO luciferase reporter, primary screen, RMG-I cells, single concentration; SteadyGlo, 24 h; inhibition, % at 12.6 µM; 360,000 compounds, 1.2% hits;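 active = mean replicate inhibition at least 60% with every replicate also reaching 60%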;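 also: luciferase light reporting Pax8 driven TPO promoter activity; plate controls were median of neutral control wells for no effect and mitoxantrone controls for full effect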
ERAP1 HTS inh – human ERAP1 aminopeptidase inhibitors, primary screen, biochemical, single point, plate reader; Endoplasmic reticulum aminopeptidase 1 (Homo sapiens), Q9NZ08; recombinant ERAP1, Leu-AMC fluorescence, 60 min; inhibition, % at 10.7 µM; 340,000 compounds, 0.15% hits;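 active = mean replicate inhibition of at least 30%, or all replicates individually reaching that 30% level; inactive = mean below 30% and not every replicate reaching it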;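 also: 0% = neutral control wells and 100% = L-leucinethiol positive control wells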
Target sequence (Q9NZ08 whole entry, looked up): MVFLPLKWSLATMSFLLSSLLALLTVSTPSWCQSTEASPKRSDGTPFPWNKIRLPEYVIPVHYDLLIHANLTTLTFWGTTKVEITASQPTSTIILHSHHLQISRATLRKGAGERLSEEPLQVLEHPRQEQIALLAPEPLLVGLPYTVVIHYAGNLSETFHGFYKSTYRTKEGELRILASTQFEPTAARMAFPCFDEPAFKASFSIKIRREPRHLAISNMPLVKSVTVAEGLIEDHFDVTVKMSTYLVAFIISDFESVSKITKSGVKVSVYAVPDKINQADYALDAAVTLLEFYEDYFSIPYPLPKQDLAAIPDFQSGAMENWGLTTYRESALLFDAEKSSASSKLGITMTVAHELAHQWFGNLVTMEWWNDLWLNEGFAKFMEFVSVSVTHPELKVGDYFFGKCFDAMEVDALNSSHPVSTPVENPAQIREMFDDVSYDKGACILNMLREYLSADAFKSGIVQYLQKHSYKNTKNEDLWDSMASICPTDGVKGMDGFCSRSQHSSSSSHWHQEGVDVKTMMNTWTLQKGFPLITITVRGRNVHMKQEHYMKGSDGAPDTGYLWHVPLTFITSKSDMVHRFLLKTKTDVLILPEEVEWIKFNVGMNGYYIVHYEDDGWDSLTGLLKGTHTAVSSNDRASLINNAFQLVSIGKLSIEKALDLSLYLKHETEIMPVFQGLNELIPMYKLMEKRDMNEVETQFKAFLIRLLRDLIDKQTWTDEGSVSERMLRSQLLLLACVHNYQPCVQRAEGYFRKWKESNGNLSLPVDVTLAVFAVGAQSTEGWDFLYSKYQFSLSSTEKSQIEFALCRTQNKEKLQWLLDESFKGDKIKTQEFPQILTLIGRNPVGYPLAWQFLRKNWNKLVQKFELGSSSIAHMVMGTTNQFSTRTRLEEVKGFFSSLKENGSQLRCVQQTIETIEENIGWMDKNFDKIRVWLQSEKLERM
LGR2 antag – inhibitors of bursicon-induced LGR2 CRE-luciferase signal, primary screen, cell-based, HEK293, CRE-luciferase reporter, bursicon stimulation | Drosophila bursicon receptor LGR2 (rickets) | bursicon-stimulated, 4 h | inhibition, % at 9.99 µM | 380,000 compounds, 0.35% hits;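 active = drop in luminescence signal, shown as inhibition above about 50% in the replicate tests, limit read from the data, passing the limit was not always enough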;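 also: agonist challenge used bursicon conditioned medium at about half maximal strength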
EWS-Fli inh – EWS/Fli-driven NR0B1 reporter inhibitors, primary screen, A673 cells, NR0B1 luciferase, luminescence, MLPCN library; inhibition, % at 12.6 µM; viability-normalised; 350,000 compounds, 0.67% hits;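 active = mean inhibition of at least 50% after viability correction, with every replicate also passing that limit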;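 also: firefly luciferase signal divided by Alamar Blue viability fluorescence both relative to DMSO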
FN deposit inh – inhibitors of fibronectin matrix deposition, primary screen, AH1F cells, Alexa488-fibronectin fluorescence, plate reader; AH1F fibroblasts, overnight; 350,000 compounds, 0.086% hits; inhibition, % at 12.6 µM; AID 743247, 2014;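 active = mean inhibition across replicates of 30% or more, regardless of how many single replicates reach that level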;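 also: positive control wells lacked labelled fibronectin entirely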
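test system = AH1F fibroblasts assembling fluorescent fibronectin matrix | quantity = 10000 AH1F cells per well | buffer or medium = DMEM plus 2% serum, read in PBS | doses = single dose, pinned | incubation = 1 h cell attachment, overnight exposure to compound and label | detection = fluorescence at 485 nm excitation, 525 nm emission | read-out basis = inhibition from reduced deposited-fibronectin fluorescence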
PglD DTNB – C. jejuni PglD acetyltransferase inhibitors, primary screen, biochemical, DTNB colorimetric, single point | purified PglD enzyme, DTNB colorimetric CoA detection | UDP-N-acetylbacillosamine N-acetyltransferase PglD (Campylobacter jejuni) | 360,000 compounds, 0.098% hits | inhibition, % at 12.5 µM | AID 602405, 2012; in the data active = inhibition above about 16%, passing the limit was not always enough; also: strong numbers were not always called active
PGC1a acetyl inh – inhibitors of PGC1a acetylation signal, primary screen, cell-based, U2OS, AlphaScreen, inhibitor mode; AlphaScreen anti-acetyl-lysine; with virally co-expressed GCN5 acetyltransferase; inhibition, % at 15.6 µM; 350,000 compounds, 0.17% hits;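 active = every replicate shows inhibition of at least 40%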;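 also: 0% = neutral control wells and 100% = positive control wells; some results beyond the cut were filed as inactive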
S100A4 MyoIIA – inhibitors of S100A4-myosin IIA peptide binding, primary screen, biochemical, fluorescence polarization, TAMRA-MyoIIA peptide; 360,000 compounds, 0.14% hits; Protein S100-A4 (Homo sapiens), P26447; inhibition, % at 10.7 µM;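 active = mean inhibition of at least 70% across replicates, with every replicate also reaching that level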
Target sequence (P26447 whole entry, looked up): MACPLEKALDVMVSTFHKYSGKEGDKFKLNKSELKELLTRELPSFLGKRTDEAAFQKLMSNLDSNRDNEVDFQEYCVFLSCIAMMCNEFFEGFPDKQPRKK
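Test system: S100A4 monomer protein; Medium: HEPES pH 7.2 with CaCl2, KCl, NaCl, DTT, Triton; Probe or stimulus: TAMRA-labelled myosin IIA heavy-chain peptide probe, 5 nM; Doses: one dose per compound; Times: polarization read 5 min after assay mix addition, stable 5–60 min; Benchmarks: neutral control DMSO, positive control TFP.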
* marks the source's active call; other numbers are inactive results; · = not tested or not shown.

cpd	canonical_smiles	S100A4 MyoIIA	PGC1a acetyl inh	LGR2 antag	FN deposit inh	ERAP1 HTS inh	PglD DTNB	PAX8 reporter	EWS-Fli inh
1	CCC(=O)N1C[C@@H]2[C@H](c3ccccc31)[C@H](CO)N2Cc1cc(F)ccc1F	4	-3	-6	·	-3	-1	17	12
2	Cc1[nH]c(=O)[nH]c(=O)c1C=CC(=O)NC(CO)CS(=O)Cc1ccccc1 (stereo not given)	4	-5	0	-1	1	-3	-10	-9
3	Cc1ccccc1S(=O)(=O)N(C)C[C@@H]1OCc2ccccc2-c2c(n(C)c3ccccc23)C(=O)N([C@H](C)CO)C[C@@H]1C	2	2	21	-2	·	6	-4	5
4	C[C@H](O)C#Cc1ccc([C@H]2[C@H]3CN(C(=O)Nc4ccccc4)CCCCN3[C@H]2CO)cc1	3	8	-6	·	1	-1	69*	-3
5	CC(C)NC(=O)N(C)C[C@H]1Oc2ncc(-c3cccc(C#N)c3)cc2C(=O)N([C@@H](C)CO)C[C@@H]1C	-14	4	12	0	1	0	·	-5
6	CCn1nnc(NC(=O)COc2ccc(C3CCCCC3)cc2)n1	6	2	4	·	-8	-1	·	-18
7	C[C@H]1CN([C@@H](C)CO)C(=O)c2c(c3ccccc3n2C)-c2ccccc2CO[C@H]1CN(C)C(=O)Nc1ccccc1C(F)(F)F	1	·	-14	4	5	·	18	2
8	Cc1cc(=O)n2nc(N3CCCC(C(=O)NCc4ccccc4C)C3)sc2n1 (stereo not given)	-3	-6	-6	-14	1	-5	·	-2
9	CCOc1cc(C(=O)OCC(=O)N(C)c2ccccc2)cc(OCC)c1OCC	1	-2	-1	-5	-4	0	-4	2
10	COc1ccc(S(=O)(=O)N(C)C[C@@H]2Oc3ccc(NC(=O)Cc4cn(C)c5ccccc45)cc3C(=O)N([C@H](C)CO)C[C@@H]2C)cc1	-33	-10	-6	1	1	-3	·	18
11	Cc1ccc(C)c(N2CCN(S(=O)(=O)c3c(C(=O)N4CCCCC4)c(C)n(C)c3C)CC2)c1	17	-7	0	5	0	-6	1	·
12	CCC1CCCCN1C(=O)CSc1nc2c(c(=O)n(C)c(=O)n2C)n1C (stereo not given)	-3	15	-8	-5	1	·	10	8
13	CC1CC(C)CN(S(=O)(=O)c2ccc(C(=O)N(C)Cc3ccccc3)cc2)C1 (stereo not given)	2	6	-8	6	-1	2	18	16
14	CC(=O)C1=CCC(c2ccccc2F)N(S(=O)(=O)c2ccc(C)cc2)C1 (stereo not given)	2	3	-2	0	2	-2	-1	-5
15	Fc1ccc(-c2ccnc(=S)[nH]2)cc1	2	0	-1	·	1	-2	·	-2
16	O=C(NCC[C@H]1CC[C@@H](NC(=O)C2CCC2)[C@H](CO)O1)c1ccc(F)cc1	5	-7	-9	-12	2	-1	4	-2
17	COc1cc(/C=N/NC(=O)c2ccoc2C)ccc1OCCN1CCCCC1	-4	·	-3	5	-2	1	-21	-13
18	C[C@H](CO)N1C[C@H](C)[C@H](CN(C)S(=O)(=O)c2cn(C)cn2)Oc2ncc(-c3cc4ccccc4o3)cc2C1=O	·	-2	-27	11	·	·	-13	-9
19	COC(=O)Cn1c(Cc2ccccc2)nc2ccccc21	-1	-5	-22	5	3	-1	-8	-2
20	CC1CC(OCC(O)CN2CCCCC2C)CC(C)(C)C1 (stereo not given)	-4	·	-5	-5	-2	4	6	3
21	CCN(CC(=O)Nc1ccccc1C(F)(F)F)C(=O)c1ccc(NC(=O)c2cccs2)cc1	-3	·	-3	·	-2	-4	6	-18
22	Cc1noc(C)c1NC(=O)N(C)C[C@H]1Oc2ccc(NC(=O)Nc3ccc4c(c3)OCO4)cc2C(=O)N([C@H](C)CO)C[C@H]1C	8	-1	16	·	1	0	·	-4
23	COC(=O)C[C@H]1CC[C@H]2[C@H](COc3ccc(NC(=O)c4cccc(OC)c4)cc3C(=O)N2C)O1	-3	-6	-3	6	3	-2	4	-27
24	NC1=NC[C@H](c2ccccc2)N1CCc1cccc(F)c1	-8	·	-24	19	2	-3	1	19
25	Cc1cc(NC(=O)c2ccc(F)cc2)n(C)n1	4	·	-4	1	-1	·	14	0
26	CC=Cc1ccc2n(c1=O)C[C@@H]1[C@@H](CO)[C@H](C(=O)NC3Cc4ccccc4C3)[C@H]2N1C(C)=O (mixture of isomers)	6	·	-4	·	1	5	·	-43
27	COc1ccc(-n2cnc3c(sc4nccc(N(C)C)c43)c2=O)cc1	·	7	·	6	·	3	-10	·
28	CCOc1ccc(-c2nnn(CC(=O)NCc3ccco3)n2)cc1	·	-5	·	15	·	7	-15	·
29	O=C(OCc1ccccc1)C1=NNC2C(=O)N(c3ccc(Br)cc3)C(=O)C12 (stereo not given)	6	0	4	2	·	4	6	5
30	CC(=O)Nc1ccc(NC(=O)c2cccc(-c3cc4ccccc4oc3=O)c2)cc1	-2	-3	-49	-10	-3	0	-35	-36
31	CO[C@@H]1CN(C)C(=O)c2cc(NC(=O)c3ccc(F)cc3)ccc2OC[C@H](C)N(C(=O)CC2CC2)C[C@@H]1C	·	13	-10	3	·	·	·	-2
32	O=C(CCc1nc2ccccc2c(=O)[nH]1)NNC(=O)c1ccccc1Cl	-6	8	0	·	0	·	8	-1
33	CN(C)CCCNC(=O)C[C@H]1C[C@H](C(=O)N2CCCCC2)[C@@]2(C)c3[nH]c4cc(CCC(=O)N(C)C)ccc4c3CCN2C1=O	5	-2	8	-8	-3	2	-20	-3
34	CSCCC(NS(=O)(=O)c1ccc(C)cc1)C(=O)N1CCN(C(C)=O)CC1 (stereo not given)	22	-18	7	-1	0	0	0	0
35	C[C@@H]1CN([C@H](C)CO)C(=O)c2cc(NC(=O)CCC(F)(F)F)ccc2O[C@H]1CN(C)Cc1ccc(-c2ccccc2)cc1	-6	-2	-3	16	-2	-2	·	6
36	C[C@H](CO)N1C[C@H](C)[C@@H](CN(C)Cc2ccc(Cl)c(Cl)c2)Oc2ccc(NS(=O)(=O)c3cccs3)cc2C1=O	7	18	-14	·	-1	2	13	-6
37	O=C(Nc1cccc(Br)c1)Oc1cccc2cccnc12	1	·	-4	-4	10	·	11	-8
38	CCCC(C(=O)NCCC(C)C)N(Cc1ccccc1)C(=O)c1snc(C(N)=O)c1N (stereo not given)	-2	-12	-7	1	3	-3	-6	11
39	c1ccc2sc(NCC3CCCO3)nc2c1 (stereo not given)	4	·	-35	-14	0	·	-46	-58
40	C[C@@H]1CN([C@@H](C)CO)S(=O)(=O)c2ccc(C#C[C@@H](C)O)cc2O[C@@H]1CN(C)C(=O)c1ccncc1	-5	5	9	-9	0	5	-8	-16
41	C[C@@H](O)C#Cc1cnc2c(c1)C(=O)N([C@@H](C)CO)C[C@H](C)[C@@H](CN(C)C(=O)CN1CCOCC1)O2	-7	11	-1	·	7	3	-9	9
42	C[C@H](CO)N1C[C@H](C)[C@@H](CN(C)C(=O)Nc2cccc3ccccc23)Oc2ccc(NC(=O)Cn3cnnn3)cc2C1=O	7	-3	14	·	1	-6	·	-11
43	O=C(Nc1ccccc1)N1CC(=O)N2[C@H](CO)[C@H](c3ccc(C#CC4CC4)cc3)[C@H]2C1	4	3	1	-6	-1	·	11	-1
44	COc1ccc(CC2(CO)CCN(C(C)Cc3ccc(Cl)cc3)CC2)cc1 (stereo not given)	-13	2	-6	-5	-4	·	11	-40
45	NCC[C@@H]1CC[C@@H](NC(=O)NC2CCCCC2)[C@H](CO)O1	-63	-8	-18	-6	-1	-3	1	-5
46	COc1ccc(-c2cc(-c3ccccc3)nc(Cl)n2)cc1OC	1	3	6	1	-1	-2	1	19
47	COCCC(=O)N1CCC(Oc2ccc(C(=O)N3C[C@@H]4CCC[C@H]3C4)cc2)CC1	-2	2	-2	-9	-5	3	-5	-3
48	O=C(COC(=O)c1ccccc1Br)Nc1nnc(-c2ccccc2)o1	-1	2	-3	-3	-4	2	-9	6
49	CC(C)NC(=O)N(C)C[C@H]1Oc2ccc(NC(=O)Cc3ccccc3)cc2C(=O)N([C@@H](C)CO)C[C@@H]1C	0	1	-7	·	1	-1	2	0
50	CC(C)(C)[S@](=O)N1Cc2cc(C(=O)N[C@H]3CCN(Cc4ccccc4)C3)nc(-c3cccc(-c4ccncc4)c3)c2[C@@H]1CCO	-60	3	12	5	0	·	-3	8
51	O=C(CS(=O)c1cccc(C(F)(F)F)c1)Nc1ccc(Cl)cc1Cl (stereo not given)	·	-18	·	-1	·	1	20	·
52	CC(=O)c1cccc(S(=O)(=O)N2CCCC(c3nc4c(nnn4Cc4ccc(C)cc4)c(=O)[nH]3)C2)c1 (stereo not given)	0	9	19	10	5	1	-2	2
53	CSc1nn2cc(CCN3CCOCC3)c(-c3ccc(F)cc3)nc2c1C#N	0	·	-19	1	10	·	0	16
54	CCC(=O)Nc1ccc(C(=O)CSc2nc3ccc(C)cc3[nH]2)cc1	·	-11	-7	-2	·	0	16	·
55	Nc1nnc(SCC(=O)OCc2ccc(Cl)c(Cl)c2)s1	·	-1	11	-5	·	1	-9	·
56	CCCn1ncc(C(=O)N(C)C2CCCN(Cc3ccccc3F)C2)c1C (stereo not given)	-1	-2	11	1	-6	-7	11	·
57	Cc1noc(C)c1S(=O)(=O)Nc1ccc2c(c1)C(=O)N([C@H](C)CO)C[C@@H](C)[C@@H](CN(C)C(=O)NC(C)C)OCCCC[C@H](C)O2	-16	13	6	-17	1	0	-1	-7
58	COC(=O)C1=C(C)N(C)C(=O)NC1c1ccc(O)c(OC)c1 (stereo not given)	-1	-15	-4	-2	0	3	-16	1
59	FC(c1nc2ccccc2[nH]1)C(F)(F)F (stereo not given)	-3	8	-7	-2	-1	1	4	4
60	O=C1CCCN1CCCNS(=O)(=O)c1ccc(F)cc1F	0	-2	10	2	0	1	-13	-29

Copied from above, compounds 59 to 60
cpd	canonical_smiles	S100A4 MyoIIA	PGC1a acetyl inh	LGR2 antag	FN deposit inh	ERAP1 HTS inh	PglD DTNB	PAX8 reporter	EWS-Fli inh
59	FC(c1nc2ccccc2[nH]1)C(F)(F)F (stereo not given)	-3	8	-7	-2	-1	1	4	4
60	O=C1CCCN1CCCNS(=O)(=O)c1ccc(F)cc1F	0	-2	10	2	0	1	-13	-29

Next entries.
cpd	canonical_smiles	S100A4 MyoIIA	PGC1a acetyl inh	LGR2 antag	FN deposit inh	ERAP1 HTS inh	PglD DTNB	PAX8 reporter	EWS-Fli inh
61	O=C(Cn1ccccc1=O)c1cccs1	0	1	3	·	-4	0	·	3
62	C[C@H](CO)N1C[C@H](C)[C@@H](CN(C)C)Oc2cc(-c3cccnc3)ccc2S1(=O)=O	3	10	0	-3	-3	0	·	-12
63	CC(C)NC(=O)Nc1ccc2c(c1)C(=O)N([C@@H](C)CO)C[C@@H](C)[C@@H](CN(C)Cc1ccc(C(F)(F)F)cc1)OCCCC[C@@H](C)O2	4	-1	19	7	3	-6	10	3
64	CN(C)CCOc1ccc(Cl)cc1C(C)(C)C	-13	·	15	4	-1	-5	-7	11
65	N#Cc1cnc2nc1NCCCCCCC2	-4	0	-14	-7	1	-2	1	-10
66	CN1CCN(C(=O)CCC(=O)O)CC1	2	-3	13	0	-1	1	-4	-41
